Rab2 wt GTP = changes GTP binding to wildtype dog Rab2A, up or down | 190,000 compounds, 0.19% hits | GST-Rab2 wt beads, Bodipy-GTP binding, flow cytometry | GTP binding activity, % at 10 µM | AID 760;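 active = GTP binding activity at least 20 points away from 100%, either lowered or raised; inconclusive = signal likely due to the compound's own green fluorescence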;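 note: 0% = beads with excess unlabeled GTP and 100% = no-compound control corrected for plate trend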
HRas wt GTP bind = modulators of GTP binding to human HRas wildtype. AID 759. GST-Ras wt beads, Bodipy-FL-GTP binding, flow cytometry; actives lie on both sides. GTP binding activity, % at 10 µM. P01112. 190,000 compounds, 0.14% hits;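 active = GTP binding activity at least 20% away from the 100% baseline, either lowered as inhibitor or raised as activator; inconclusive = flagged as likely green fluorescent, judged across all proteins in the well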;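 note: 0% = unlabeled GTP competition control and 100% = no-compound control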
Target sequence (P01112 whole entry, looked up): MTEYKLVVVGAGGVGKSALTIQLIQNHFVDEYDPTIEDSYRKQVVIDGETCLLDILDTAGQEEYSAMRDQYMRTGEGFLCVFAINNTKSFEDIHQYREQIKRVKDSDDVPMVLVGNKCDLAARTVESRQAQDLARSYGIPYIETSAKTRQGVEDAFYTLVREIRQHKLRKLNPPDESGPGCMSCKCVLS
GSH bead fluor = compound fluoresces at 488/530 nm on GSH beads | GSH beads flow cytometry, compound fluorescence 488/530 nm; stronger effect = higher value | fluorescence (KMESF) at 10 µM | 190,000 compounds, 0.25% hits; in the data active = fluorescence above about 89;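 note: glutathione beads carrying GST-tagged Bcl family fusion proteins plus one bare bead set; values are compound well signal with DMSO vehicle wells as background; inactives centre near 16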
Cdc42 wt = human Cdc42 wildtype GTP binding change, either direction | P60953 | GST-Cdc42 beads, Bodipy-GTP binding, flow cytometry; actives lie on both sides | percent activity (GTP binding), % at 10 µM | 190,000 compounds, 0.2% hits | AID 761;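 active = percent activity GTP binding at least 20 points away from the 100% baseline, either down as inhibitor or up as activator; inconclusive = compound flagged as likely green fluorescent from well-wide comparison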;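 note: median bead fluorescence of bound Bodipy-FL-GTP at 100 nM; 0% = excess unlabeled GTP control and 100% = no compound control; below 100% means less GTP binding so inhibitor and above means activator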
Target sequence (P60953 whole entry, looked up): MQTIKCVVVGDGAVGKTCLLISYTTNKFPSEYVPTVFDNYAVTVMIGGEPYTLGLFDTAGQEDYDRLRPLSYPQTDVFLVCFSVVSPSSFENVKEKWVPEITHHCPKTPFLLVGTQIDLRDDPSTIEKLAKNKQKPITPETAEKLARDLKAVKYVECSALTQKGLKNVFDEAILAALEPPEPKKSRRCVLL
Rac1 mut GTP = modulators of GTP binding to human Rac1 activated mutant | GST-Rac1 activated beads, fluorescent GTP binding, flow cytometry; actives lie on both sides; 100% means binding = to untreated wells | percent activity (GTP binding), % at 10 µM | 190,000 compounds, 0.11% hits | AID 764;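 active = GTP binding at least 20 percentage points away from the 100% baseline, in either direction, so actives lie on both sides; inconclusive = Compound likely fluorescent itself, or too few beads counted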
ABCB1 block = inhibitors of human ABCB1 transporter, ABCG2 counter-screen | CCRF-Adr cells, JC-1 efflux, flow cytometry | AID 1326 | P08183 | inhibition, % at 6.6 µM | 190,000 compounds, 0.067% hits; in the data active = inhibition above about 40%;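 note: 0% = vehicle and 100% = reference inhibitor; higher value means more JC-1 retained so stronger ABCB1 efflux block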
Rac1 wt GTP bind = alters GTP binding to wildtype human Rac1 | P63000 | AID 757 | GST-Rac1 beads, fluorescent GTP binding, flow cytometry; actives lie on both sides; 0 = cold GTP competed, 100 = untreated | GTP binding activity (% of control), % at 10 µM | 190,000 compounds, 0.27% hits;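 active = GTP binding activity at least 20 points away from the 100% control level, either lower or higher; inconclusive = compound flagged as likely green fluorescent, judged across all proteins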
Pf gamet viab = kills late stage P. falciparum gametocytes; 150,000 compounds, 0.065% hits; P. falciparum stage V gametocytes, ATP luminescence, 24 h; inhibition, % at 10.9 µM;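 active = inhibition above the mean plus 3 SD of compounds within the control limits, set per campaign, cut at about 38% in these data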;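 note: 0% = DMSO wells and 100% = medium only without gametocytes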
Rab7 wt modul = modulators of GTP binding to dog Rab7 wildtype GTPase. GST-Rab7 beads, fluorescent GTP binding, flow cytometry; actives lie on both sides; untreated = 100%, excess cold GTP = 0%. GTP binding activity (percent of control), % at 10 µM. 190,000 compounds, 0.055% hits. AID 758;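 active = fluorescent GTP binding to Rab7 beads changed by at least 20 points from the 100% baseline, either direction, mostly lower; inconclusive = compound itself probably fluorescent, or too few beads counted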;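 note: median green fluorescence of bound Bodipy-FL-GTP per Rab7 bead population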
Avidin fluor = avidin bead compound fluorescence profile. Avidin beads, compound fluorescence 488/530 nm, flow cytometry; stronger effect = higher value. fluorescence (KMESF) at 10 µM. 220,000 compounds, 0.38% hits. AID 1775; in the data active = fluorescence above about 47; note: inactives centre near 10
ABCG2 block = human ABCG2 inhibition, ABCB1 as counter-screen; inhibition, % at 6.6 µM; Q9UNQ0; AID 1325; IgMXP3 cells, JC-1 efflux, flow cytometry; 190,000 compounds, 0.1% hits;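 active = inhibition above 80%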;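 note: 0% = DMSO and 100% = nicardipine control wells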
Target sequence (Q9UNQ0 whole entry, looked up): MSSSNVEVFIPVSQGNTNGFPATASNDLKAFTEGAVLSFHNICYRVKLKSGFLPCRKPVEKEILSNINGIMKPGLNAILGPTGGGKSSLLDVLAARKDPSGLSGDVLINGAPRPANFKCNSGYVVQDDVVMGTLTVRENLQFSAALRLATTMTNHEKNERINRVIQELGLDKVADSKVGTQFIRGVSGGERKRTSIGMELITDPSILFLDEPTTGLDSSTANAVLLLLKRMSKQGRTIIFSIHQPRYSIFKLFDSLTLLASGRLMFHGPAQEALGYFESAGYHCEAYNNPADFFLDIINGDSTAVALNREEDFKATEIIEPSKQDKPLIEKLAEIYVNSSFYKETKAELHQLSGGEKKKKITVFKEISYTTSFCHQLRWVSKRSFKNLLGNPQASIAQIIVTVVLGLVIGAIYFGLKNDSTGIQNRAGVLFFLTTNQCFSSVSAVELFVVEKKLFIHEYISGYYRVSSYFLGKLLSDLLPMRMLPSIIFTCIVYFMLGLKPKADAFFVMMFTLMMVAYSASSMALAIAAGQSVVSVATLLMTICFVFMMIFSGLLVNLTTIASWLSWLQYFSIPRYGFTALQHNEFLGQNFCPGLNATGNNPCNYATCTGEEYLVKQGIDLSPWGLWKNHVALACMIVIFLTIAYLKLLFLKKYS
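Incubation: cells with compound and JC-1, 10 min at 25 °C, rotating, no wash / Test system: IgMXP3 (ABCG2) plus far-red-tagged CCRF-Adr (ABCB1) cells / Compound dosing: one concentration, 6.6 µM final / Also added: JC-1 fluorescent substrate / Evaluation: efflux inhibition in percent versus controls / Detection: flow cytometry, 530 nm JC-1 signal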
The depositor's hits bear a star.

`O=C(O)c1cc2c(s1)CCCC2` gave Rab2 wt GTP 97, HRas wt GTP bind 98, GSH bead fluor 26, Cdc42 wt 101, Rac1 mut GTP 97, ABCB1 block -0.3, Rac1 wt GTP bind 99, Rab7 wt modul 98, Avidin fluor 16 and ABCG2 block -1.
Cc1cc(=O)n2[nH]c(SCc3ccccc3)nc2n1 was read as Rab2 wt GTP 101, HRas wt GTP bind 103, GSH bead fluor 36, Cdc42 wt 102, Rac1 mut GTP 99, ABCB1 block 0.4, Rac1 wt GTP bind 102, Rab7 wt modul 100, Avidin fluor 17 and ABCG2 block 0.
For O=C(Cc1ccccc1)Nc1ccccc1N1CCN(c2ccccc2)CC1 the results were Rab2 wt GTP 96, HRas wt GTP bind 97, GSH bead fluor 15, Cdc42 wt 95, Rac1 mut GTP 96, ABCB1 block 1.6, Rac1 wt GTP bind 95, Pf gamet viab 13, Rab7 wt modul 97, Avidin fluor 15 and ABCG2 block 3.
`Cn1cc(Br)c(C(=O)NC2C3CC4CC(C3)CC2C4)n1` (stereo not given) gave Rab2 wt GTP 100, HRas wt GTP bind 101, GSH bead fluor 17, Cdc42 wt 103, Rac1 mut GTP 100, ABCB1 block 1.0, Rac1 wt GTP bind 102, Pf gamet viab 5, Rab7 wt modul 97, Avidin fluor 9 and ABCG2 block 9.
`C/C(=C\c1ccco1)CN1CCC(N2CCC(C(=O)N3CCOCC3)CC2)CC1` gave Rab2 wt GTP 101, HRas wt GTP bind 98, GSH bead fluor 10, Cdc42 wt 98, Rac1 mut GTP 97, ABCB1 block 0.3, Rac1 wt GTP bind 97, Pf gamet viab -12, Rab7 wt modul 107, Avidin fluor 2 and ABCG2 block 2.
N#Cc1ccc(COC(=O)CSc2nnc(C3CCCCC3)n2N)cc1 was read as Rab2 wt GTP 96, HRas wt GTP bind 98, GSH bead fluor 70, Cdc42 wt 98, Rac1 mut GTP 98, ABCB1 block 0.6, Rac1 wt GTP bind 104, Rab7 wt modul 95, Avidin fluor 6 and ABCG2 block 2.
For CN(C)CCNc1oc(COc2cccc(Cl)c2)nc1C#N the results were Rab2 wt GTP 101, HRas wt GTP bind 102, GSH bead fluor 21, Cdc42 wt 102, Rac1 mut GTP 101, ABCB1 block 0.2, Rac1 wt GTP bind 104, Rab7 wt modul 103, Avidin fluor 36 and ABCG2 block 2.
C#CCNC(=O)c1cc2sccc2n1C was read as Rab2 wt GTP 101, HRas wt GTP bind 100, GSH bead fluor 14, Cdc42 wt 97, Rac1 mut GTP 98, ABCB1 block -0.5, Rac1 wt GTP bind 102, Pf gamet viab 21, Rab7 wt modul 106, Avidin fluor 12 and ABCG2 block -1.
For COc1cc(C2C(C#N)=C(N)Oc3n[nH]c(C)c32)cc2c1OCO2 (stereo not given) the results were Rab2 wt GTP 98, HRas wt GTP bind 100, GSH bead fluor 19, Cdc42 wt 103, Rac1 mut GTP 101, ABCB1 block -0.2, Rac1 wt GTP bind 105, Rab7 wt modul 97, Avidin fluor 10 and ABCG2 block 0.
CCOC(=O)CSc1nc2ccccc2n1CC(=O)NC(C)(C)C was read as Rab2 wt GTP 101, HRas wt GTP bind 101, GSH bead fluor 26, Cdc42 wt 103, Rac1 mut GTP 99, ABCB1 block -0.1, Rac1 wt GTP bind 101, Rab7 wt modul 100, Avidin fluor 6 and ABCG2 block -4.
For COc1ccc(/C=C/C(=O)C(C(N)=O)=C2SCCS2)cc1 the results were Rab2 wt GTP 99, HRas wt GTP bind 99, GSH bead fluor 9, Cdc42 wt 101, Rac1 mut GTP 97, ABCB1 block -0.6, Rac1 wt GTP bind 100, Pf gamet viab -1, Rab7 wt modul 97, Avidin fluor 3 and ABCG2 block -1.
Screening Cc1sc2nc(CSc3ccccc3)nc(N3CCN(C)CC3)c2c1C returned Rab2 wt GTP 99, HRas wt GTP bind 103, GSH bead fluor 6, Cdc42 wt 99, Rac1 mut GTP 100, ABCB1 block 2.6, Rac1 wt GTP bind 102, Pf gamet viab -1, Rab7 wt modul 97, Avidin fluor 3 and ABCG2 block 3.
`CCOC(=O)N1CCN(CCC(=O)c2ccc(OC)cc2)CC1` gave Rab2 wt GTP 97, HRas wt GTP bind 99, GSH bead fluor 12, Cdc42 wt 98, Rac1 mut GTP 97, ABCB1 block 1.3, Rac1 wt GTP bind 100, Pf gamet viab -9, Rab7 wt modul 95, Avidin fluor 11 and ABCG2 block 5.
Cc1ccc(C)c(N(CC(=O)NN=C2CCN(C)CC2)S(=O)(=O)c2ccccc2)c1 was read as Rab2 wt GTP 100, HRas wt GTP bind 102, GSH bead fluor 21, Cdc42 wt 101, Rac1 mut GTP 102, ABCB1 block 0.0, Rac1 wt GTP bind 100, Rab7 wt modul 101, Avidin fluor 13 and ABCG2 block -2.
COc1ccccc1OP(=O)(O)Oc1ccccc1OC was read as Rab2 wt GTP inconclusive, HRas wt GTP bind inconclusive, GSH bead fluor 12, Cdc42 wt inconclusive, Rac1 mut GTP inconclusive, ABCB1 block 0.7, Rac1 wt GTP bind inconclusive, Rab7 wt modul inconclusive, Avidin fluor 11 and ABCG2 block 2.
O=Cc1ccc(-c2ccc(F)cc2)o1 was read as Rab2 wt GTP 103, HRas wt GTP bind 103, GSH bead fluor 20, Cdc42 wt 100, Rac1 mut GTP 96, ABCB1 block -0.4, Rac1 wt GTP bind 103, Pf gamet viab 4, Rab7 wt modul 107, Avidin fluor 9 and ABCG2 block 9.
Screening O=C(C1CC1)N1CCc2cc(S(=O)(=O)N(CCO)Cc3ccccc3)ccc21 returned Rab2 wt GTP 101, HRas wt GTP bind 102, GSH bead fluor 41, Cdc42 wt 102, Rac1 mut GTP 100, ABCB1 block 0.2, Rac1 wt GTP bind 104, Pf gamet viab 5, Rab7 wt modul 102, Avidin fluor 4 and ABCG2 block 0.
COc1ccc(CCNC(=O)CSc2nc3[nH]ncc3c(=O)n2-c2ccc(C)c(Cl)c2)cc1OC was read as Rab2 wt GTP 96, HRas wt GTP bind 98, GSH bead fluor 16, Cdc42 wt 95, Rac1 mut GTP 96, ABCB1 block 0.6, Rac1 wt GTP bind 100, Pf gamet viab -2, Rab7 wt modul 96, Avidin fluor 11 and ABCG2 block 4.
COc1ccc(N2CC(C(=O)Nc3ccc(F)cc3F)CC2=O)cc1 (stereo not given) was read as Rab2 wt GTP 101, HRas wt GTP bind 104, GSH bead fluor 37, Cdc42 wt 105, Rac1 mut GTP 99, ABCB1 block -0.5, Rac1 wt GTP bind 108, Rab7 wt modul 104, Avidin fluor 9 and ABCG2 block -1.
COc1ccc(Oc2nc(C(F)(F)F)nc3ccccc23)cc1 was read as Rab2 wt GTP 99, HRas wt GTP bind 97, GSH bead fluor 18, Cdc42 wt 99, Rac1 mut GTP 98, ABCB1 block -0.2, Rac1 wt GTP bind 101, Pf gamet viab 10, Rab7 wt modul 101, Avidin fluor 11 and ABCG2 block 0.
Screening COc1ccc(NS(=O)(=O)c2cccc(NC(=O)CCC(=O)c3ccc(Cl)cc3)c2)cc1 returned Rab2 wt GTP 97, HRas wt GTP bind 97, GSH bead fluor 11, Cdc42 wt 100, Rac1 mut GTP 101, ABCB1 block 0.0, Rac1 wt GTP bind 100, Pf gamet viab -8, Rab7 wt modul 95, Avidin fluor 12 and ABCG2 block 2.
For Oc1ccccc1N1CCN(C(=S)NCCc2ccccc2)CC1 the results were Rab2 wt GTP 104, HRas wt GTP bind 105, GSH bead fluor 7, Cdc42 wt 102, Rac1 mut GTP 103, ABCB1 block 0.3, Rac1 wt GTP bind 105, Pf gamet viab -13, Rab7 wt modul 103, Avidin fluor 2 and ABCG2 block 3.
COC(=O)[C@H](C)NC(=O)Nc1cccc(C(F)(F)F)c1 was read as Rab2 wt GTP 99, HRas wt GTP bind 101, Cdc42 wt 101, Rac1 mut GTP 97, ABCB1 block -0.2, Rac1 wt GTP bind 102, Rab7 wt modul 104, Avidin fluor 21 and ABCG2 block 0.
CCCn1nc(C(=O)N2CCc3ccccc3C2)c2ccccc2c1=O was read as Rab2 wt GTP 103, HRas wt GTP bind 104, GSH bead fluor 26, Cdc42 wt 105, Rac1 mut GTP 104, ABCB1 block 1.5, Rac1 wt GTP bind 110, Pf gamet viab -12, Rab7 wt modul 106, Avidin fluor 13 and ABCG2 block 19.
`COc1ccc(NC(=O)Nc2ccc(F)c(F)c2)c(OC)c1` gave Rab2 wt GTP 100, HRas wt GTP bind 100, GSH bead fluor 12, Cdc42 wt 95, Rac1 mut GTP 96, ABCB1 block 0.3, Rac1 wt GTP bind 100, Pf gamet viab 8, Rab7 wt modul 107, Avidin fluor 7 and ABCG2 block 1.
Screening CCOc1ccccc1C(=O)NCCC(=O)O returned Rab2 wt GTP 101, HRas wt GTP bind 101, GSH bead fluor 17, Cdc42 wt 99, Rac1 mut GTP 97, ABCB1 block 0.2, Rac1 wt GTP bind 101, Rab7 wt modul 100, Avidin fluor 6 and ABCG2 block 2.
Screening O=C(Nc1ccc(NC(=O)C2CC2)nc1)c1cccc(F)c1 returned Rab2 wt GTP 93, HRas wt GTP bind 97, GSH bead fluor 12, Cdc42 wt 97, Rac1 mut GTP 96, ABCB1 block 0.2, Rac1 wt GTP bind 99, Rab7 wt modul 99, Avidin fluor 23 and ABCG2 block 2.
For Cc1c(C(C)C)c(=O)n(-c2ccc(S(=O)(=O)N3CCOCC3)cc2)n1C the results were Rab2 wt GTP 100, HRas wt GTP bind 99, GSH bead fluor 21, Cdc42 wt 97, Rac1 mut GTP 95, ABCB1 block 0.2, Rac1 wt GTP bind 98, Pf gamet viab 8, Rab7 wt modul 101, Avidin fluor 8 and ABCG2 block 1.

Structural class: those above containing a furan ring, fused or not (two)
`C/C(=C\c1ccco1)CN1CCC(N2CCC(C(=O)N3CCOCC3)CC2)CC1` gave Rab2 wt GTP 101, HRas wt GTP bind 98, GSH bead fluor 10, Cdc42 wt 98, Rac1 mut GTP 97, ABCB1 block 0.3, Rac1 wt GTP bind 97, Pf gamet viab -12, Rab7 wt modul 107, Avidin fluor 2 and ABCG2 block 2.
O=Cc1ccc(-c2ccc(F)cc2)o1 was read as Rab2 wt GTP 103, HRas wt GTP bind 103, GSH bead fluor 20, Cdc42 wt 100, Rac1 mut GTP 96, ABCB1 block -0.4, Rac1 wt GTP bind 103, Pf gamet viab 4, Rab7 wt modul 107, Avidin fluor 9 and ABCG2 block 9.
